Source: PubChem
aSyn rescue – alpha-synuclein toxicity inhibition in yeast; 370,000 tested, 0.14% active; Yeast expressing alpha-synuclein, growth rescue, BacTiter-Glo, 24 h; Potency, µM (highest dose often 46.1 µM), inactives show top-dose growth rescue (activation), most hits filed as activators; further: potency means the concentration at half of the fitted maximal effect; % of control where 0% means no effect; nearly all actives have a fitted effect of over 65% in size
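Readout is rescue of growth in alpha-synuclein-expressing yeast, so inhibitors of toxicity appear as activators. Growth after 24 hr at 30 deg C in galactose medium is quantified by luminescence.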
FUS yeast rescue – FUS proteinopathy suppression in yeast | S. cerevisiae FUS-expressing, growth rescue, OD600, 24 h | Potency, µM (top dose mostly 76.6 µM), without a hit: at the highest dose growth rescue (activation), most hits filed as activators | 390,000 tested, 0.24% active;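 further: potency means the concentration at half of the fitted maximal effect; plate controls were DMSO vehicle for no effect and reference control for full effect; nearly all actives have a fitted effect of over 55% in size; some results filed as inactive show a strong effect at the top dose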
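Steps: raffinose overnight preculture; dilution to OD 0.005 in 2% galactose minimal medium; compound addition (concentration series); 24hr at 30C, 99% humidity; absorbance read at 600 nm.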
EPAC1 antagonist – antagonists of human EPAC1; EPAC1 GEF assay, Rap1b-BODIPY-GDP exchange fluorescence; Potency, µM (highest dose often 115 µM), for the others: at the highest dose activity change, negative = inhibition, hits mostly inhibitors; 360,000 tested, 0.14% active;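 further: potency means the concentration at half of the fitted maximal effect; plate controls were vehicle for no effect and positive control for full effect; nearly all actives have a fitted effect of over 50% in size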
Target sequence (O95398 whole entry, looked up): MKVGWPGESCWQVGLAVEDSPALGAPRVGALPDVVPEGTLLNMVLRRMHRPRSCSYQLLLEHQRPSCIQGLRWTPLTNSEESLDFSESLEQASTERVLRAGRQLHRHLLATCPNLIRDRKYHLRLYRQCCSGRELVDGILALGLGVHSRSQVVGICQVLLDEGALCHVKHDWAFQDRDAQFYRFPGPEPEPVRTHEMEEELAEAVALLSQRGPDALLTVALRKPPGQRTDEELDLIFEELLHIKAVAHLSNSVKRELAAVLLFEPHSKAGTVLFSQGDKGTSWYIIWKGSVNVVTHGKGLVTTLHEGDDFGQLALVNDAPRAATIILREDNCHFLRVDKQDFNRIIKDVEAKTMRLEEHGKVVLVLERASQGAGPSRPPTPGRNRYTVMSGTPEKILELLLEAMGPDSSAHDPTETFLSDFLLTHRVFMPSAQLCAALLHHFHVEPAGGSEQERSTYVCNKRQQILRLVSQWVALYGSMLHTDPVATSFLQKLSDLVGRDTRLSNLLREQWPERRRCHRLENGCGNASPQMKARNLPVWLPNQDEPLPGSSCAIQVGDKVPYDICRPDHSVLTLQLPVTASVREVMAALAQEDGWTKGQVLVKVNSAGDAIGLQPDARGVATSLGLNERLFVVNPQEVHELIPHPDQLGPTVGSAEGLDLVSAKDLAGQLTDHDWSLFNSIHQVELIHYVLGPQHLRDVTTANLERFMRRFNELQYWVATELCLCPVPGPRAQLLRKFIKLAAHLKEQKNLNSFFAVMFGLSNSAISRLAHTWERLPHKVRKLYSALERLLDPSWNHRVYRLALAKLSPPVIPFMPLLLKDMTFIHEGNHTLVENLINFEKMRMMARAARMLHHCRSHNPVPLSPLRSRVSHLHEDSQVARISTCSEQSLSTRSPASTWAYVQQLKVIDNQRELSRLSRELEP
EPAC1 ag – EPAC1 (human) agonism. EPAC1 agonist qHTS, biochemical assay; response scale: 100% = response to 6.5 mM cAMP. AID 720707. Potency, µM (highest dose often 154 µM), inactives show top-dose activation, most hits filed as activators. O95398. 360,000 tested, 0.073% active; further: potency means the concentration at half of the fitted maximal effect; nearly all actives have a fitted effect of over 60% in size
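Fluorescent GDP-exchange assay: 100 nM EPAC1 with 250 nM Rap1B preloaded with BODIPY-GDP and 50 uM GDP; compounds tested as concentration series, 5 min at room temperature, then read every 5 min for 30 min (ex 480/em 540 nm); normalized to 6.5 mM cAMP.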
PLK1 PBD block – PLK1 (human) polo-box domain binding inhibition; Potency, µM, for inactives: max response, negative = inhibition, usual class: inhibitors; P53350; Plk1 PBD binding of FITC phosphopeptide, fluorescence polarization; 360,000 tested, 2.8% active; further: potency means the concentration at half of the fitted maximal effect; series mostly up to about 57 µM; on the % scale 0 is the no-effect control and ±100 the full control effect; nearly all actives have a fitted effect of over 65% in size
WRN inhibitor – blocks human WRN helicase; Potency, µM (top dose mostly 114 µM), for the others: at the top dose activity change, negative = inhibition, usual class: inhibitors; WRN helicase unwinding, fluorescent forked duplex, kinetic; 360,000 tested, 0.46% active; AID 651768; Q14191; further: potency means the concentration at half of the fitted maximal effect; on the % scale 0 is the no-effect control and ±100 the full control effect; nearly all actives have a fitted effect of over 55% in size
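Kinetic fluorescence helicase assay: unwinding of a quenched forked DNA duplex (100 nM final) with 2 mM ATP final raises red fluorescence (525/598 nm). Compounds sat 15 min at room temperature with 20 nM WRN beforehand.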
IL2 activator – activates IL-2 in a cell-based reporter assay; IL-2 activation reporter assay, cell-based qHTS; stimulated with anti-CD3/CD4/CD28 beads; in transgenic mouse T cells; activation, % (series mostly up to about 46 µM); 360,000 tested, 0.065% active; AID 652025; in the data active means activation above about 50%; inconclusive means mostly about 30% to 49%; further: 0% is about no effect
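Unstimulated transgenic mouse T cells, 750 per well, received compound and, after 60 minutes, anti-CD3/anti-CD4 bead plus anti-CD28 stimulation. EGFP and DsRed were quantified after 18 hours.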
PI5P4K alpha inh – inhibitors of human PI5P4K alpha. PI5P4Kalpha enzyme, ADP-Glo luminescence, 60 min; hits give low values. 330,000 tested, 1.2% active. max response, %. P48426; active means max response of -50% or lower; inconclusive means between -30% and -50%; inactive means -30% or higher; further: value at the top dose of about 77 µM; on the % scale 0 is the no-effect control and ±100 the full control effect
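PI5P4Kalpha ADP-Glo assay; 5 microM ATP final; 60 min RT reaction; HEPES pH 7.4/EGTA/CHAPS, 5% DMSO; controls lacking substrate or enzyme; luminescent end-point.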
Abeta yeast res – compounds reversing amyloid beta toxicity in yeast; yeast expressing A-beta42, growth rescue, OD600, 48 h; response scale: 0% DMSO, 100% iron-clioquinol control; Potency, µM (titrated, usually from 46.1 µM), for inactives: at the top dose growth rescue, most hits filed as activators; 410,000 tested, 0.063% active; further: potency means the concentration at half of the fitted maximal effect; nearly all actives have a fitted effect of over 55% in size
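Yeast growth medium received pinned compounds, then yeast cells expressing toxic A-beta were added; plates incubated at 30 C for 48 hr. Growth read as absorbance at 600 nm, normalized to DMSO and equimolar FeCl3 plus clioquinol controls.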
An asterisk follows results filed as active; ? = inconclusive; . = not tested or not shown; & = joins results of further samples; [ ] = dose if it differs, or a comment. Unless noted, the call rests on the fitted dose curve; in most records, active means well fitted curve in the direction sought with a large enough effect; inconclusive means small, poorly fitted or top-dose-only effect, or another doubt; inactive means no such curve, though single readings can be large; an effect the other way counts as inactive or inconclusive. This is a random part of the collection, and some 4.1% of all compounds hit somewhere here.

SMILES	aSyn rescue	FUS yeast rescue	EPAC1 antagonist	EPAC1 ag	PLK1 PBD block	WRN inhibitor	IL2 activator	PI5P4K alpha inh	Abeta yeast res
CN(Cc1ccon1)C(=O)CC1C(=O)NCCN1CC(C)(C)C (stereo not drawn)	-2%	-6%	-3%	-2%	-12%	7%[57.1 µM]	0.1	5	-8%
CCOC(=O)c1c(NC(=O)CN2C(=O)NC3(CCCCC3)C2=O)sc(C)c1-c1ccc(C)cc1	1%	.	-26%	-3%	5%	-21%	-0.1	22	-1%
CC(C)CN(C(=O)c1ccc([N+](=O)[O-])s1)c1c(N)n(Cc2ccccc2)c(=O)[nH]c1=O	-1%	13%	-2%	-11%	-1%	-10%	-1.1	-2	5%
CC1CCCCC1NC(=O)CN(C)S(=O)(=O)c1cccc2cccnc12 (stereo not drawn)	0%	4%	10%	10%	-6%	2%	-0.7	1	3%
COc1ccc(OC)c(NC(=O)c2cccc(S(=O)(=O)N(Cc3ccccc3)c3ccccc3OC)c2)c1	-1%	10%	0%	7%	4%	-4%	0.0	-1	19%
COc1cccc(-n2c(C)cc(/C=C3\C(=N)N4N=C(CC(=O)N5CCOCC5)SC4=NC3=O)c2C)c1	3%	?	-1%	-6%	-2%	-1%[57.1 µM]	1.4	0	0%
Cc1cc2[nH]c(=O)c(=O)[nH]c2cc1S(=O)(=O)N1CCC(C)CC1	8%	-10%	-10%	4%	2%	1%	-1.0	2	1%
O=C(COC(=O)c1ccccc1Br)Nc1ccc2[nH]c(=O)[nH]c2c1	2%	21%	4%	-63%[inhibitor]	-1%	-15%	-0.1	3	-8%
Cc1ccc(C(=O)Nc2cccc(C(F)(F)F)c2)cc1NC(=O)c1cnnc2ccccc12	1%&-1%	-11%&37%	-5%&9%	1%&-9%	-3%&1%	-9%&7%	-0.6&0.7	-2&-10	4%&0%
O=C(OCC1CC(c2ccccc2)=NO1)c1ccc(Cl)cc1 (stereo not drawn)	-7%	-10%	5%	9%	-3%	-4%	0.1	.	-8%
Cn1ccc2c([N+](=O)[O-])cccc2c1=O	0%	0%	1%	13%	30µM*	4%	-3.0	-15	-4%
OC[C@@H]1CN(Cc2ccc(Cl)cc2)C[C@H](n2cnc3c(NCc4ccncc4)ncnc32)O1	-11%	3%	0%	5%	-6%	-5%	-0.7	-3	-16%
O=C(NNC(=O)c1ccco1)c1csc(N2CCOCC2)n1	0%	2%	0%	24%	-3%	-13%	1.8	-1	-8%
CCn1nc2cc(C(=O)NCC34CC5CC(CC(C5)C3)C4)ccc2c1OC	7%	-7%	11%	-10%	-1%	2%	-0.3	1	0%
CCOC(=O)c1ccc(N2C(=O)CC(N3CCN(Cc4ccccc4)CC3)C2=O)cc1 (stereo not drawn)	5%	17%	10%	0%	-13%	-7%	1.0	9	11%
N#Cc1nc(COc2ccccc2)oc1NCCCn1ccnc1	-4%	35%	10%	-13%	-8%	-2%	-3.2	0	-17%
CS(=O)(=O)N1CCN(C(=O)c2cc(-c3ccncc3)nc3ccc(Cl)cc23)CC1	-4%	13%	-9%	6%	-11%	-1%	0.5	-3	-8%
COCCCNC(=O)COc1cc2c(c3oc(=O)c(C)c(C)c13)CCC(C)(C)O2	-2%	28%	-21%	-1%	-7%	-13%	-0.7	7	0%
COC(=O)C[C@H]1C[C@H]2c3cc(NC(=O)C4CCOCC4)ccc3O[C@H]2[C@@H](CO)O1	-6%	-15%	-3%	-8%	-2%	12%	-2.5	5	-5%
N#Cc1ccc(-n2nccc2-c2cnc3n(c2=O)CCS3)cc1	2%	17%	8%	3%	27µM*	-5%	-1.3	-15	9%
Cc1ccc(S(=O)(=O)N(CC(=O)Nc2cccc([N+](=O)[O-])c2)Cc2ccc(Cl)cc2)cc1	24%	-5%	-10%	12%	-6%	-2%	-0.5	-5	9%
O=C(CCC(F)(F)F)N1CCCC(CO)(CCc2ccccc2)C1 (stereo not drawn)	4%	5%	-15%	-13%	0%	6%	0.4	1	3%
O=C(CC(=O)NN=C1CCCC1)NCCc1ccccc1	5%	19%	-3%	5%	-10%	1%	2.0	.	10%
CCCC(=O)NC(=S)Nc1cccc(NC(=O)c2ccc(Cl)cc2Cl)c1	1%	1%	-10%	10%	27µM*	1%	-0.2	-21	7%
COc1ccccc1NS(=O)(=O)c1cc(C(=O)N2CCN(C(=O)c3ccco3)CC2)ccc1F	8%[1.84 µM]	33%	29%	7%	-9%	-1%	1.8	-22	7%
COc1ccc(Br)cc1CNC(=O)C1CCN(S(=O)(=O)N2CCC(C)CC2)CC1	10%	12%	5%	12%	-7%	6%	0.4	9	-8%
CC(C)CCn1nnnc1C(c1ccccc1)N1CCN(C)CC1 (stereo not drawn)	4%	7%	3%	-10%	-1%	3%	-0.9	-1	2%
COc1ccccc1N(C)S(=O)(=O)c1ccc(C(=O)NCc2ccc3c(c2)OCO3)cc1	0%	20%	21%	-3%	-5%	-20%	3.8	3	-2%
CCSc1cc(C)nc2c(-c3ccc(Cl)cc3)c(C)nn12	-1%	-3%	-7%	0%	-1%	-4%	-1.3	.	14%
C=CCn1c(SCC(C)=O)nc2scc(-c3ccco3)c2c1=O	1%	22%	-27%	7%	?	?	-0.7	-55*	-20%
O=C(NC1CCCC1)c1ccc2nc(-c3ccco3)c(-c3ccco3)nc2c1	-3%	?	?	-4%	8.4µM*	40µM*	-3.2	-63*	-11%
O=Nc1ccc(NOC(=O)c2ccccc2Br)cc1	-31%[inhibitor]	15%	-25%	1%	-15%	10%	-1.8	0	-43%[inhibitor]
Cc1ccc2oc(=O)c(/C=C(\O)c3cccs3)nc2c1	-1%	30%	-11%	16%	29%	-15%	-2.0	6	-16%
COCc1[nH]c(=S)[nH]c(=O)c1C	-9%	-32%	-6%	6%	-5%	-21%	0.3	2	-4%
Cc1cccc(C)c1OCc1cc(C(=O)N(C)CCc2ccccn2)no1	1%	.	6%	-7%	2%	-8%	-3.8	-2	-6%
Cc1cc(Cc2cc(C)c(O)c(CO)c2)cc(CO)c1O	-1%	-15%	16%	3%	-2%	-4%	-0.3	-3	-3%
Cc1c(C(=O)N2CCCCC2)c(S(=O)(=O)NCCc2ccc(S(N)(=O)=O)cc2)c(C)n1C	1%	-13%	-19%	-2%	-1%	4%	-1.6	1	8%
O=C(Nc1ccc(OC(F)F)c(Cl)c1)c1cccc(OC(F)F)c1	-29%	14%	-18%	11%	-1%	-15%	-2.1	.	-93%[inhibitor]
Cc1ccc(NCc2nnc(SCC(=O)N3CCCCC3)n2CC2CCCO2)c(C)c1 (stereo not drawn)	7%	8%	-14%	1%	-1%	-11%	3.5	3	19%
COc1ccc(S(=O)(=O)N2CCC(C(=O)NCc3ccncc3)CC2)cc1Cl	-7%	2%	-21%	7%	-10%	-8%	-0.2	0	2%
COc1ccc(C)cc1S(=O)(=O)Nc1cc2c3c(c1)CC(=O)N3CCC2	-3%	9%	-3%	9%	-7%	-27%	1.4	-8	4%
O=C1c2ccccc2NC2(CCCC2)N1NS(=O)(=O)c1ccccc1	-5%	1%	0%	2%	-11%	8%	-0.5	2	-6%
CN(C[C@H](Cc1ccccc1)N(C[C@@H](Cc1cccc2ccccc12)N(CCc1ccccc1)N=O)N=O)N=O	14%	?	3%	-9%	-3%	1%	2.1	5	-7%
CN1CCN(CCCNC(=O)c2ccc(Cn3c(=S)[nH]c4ccc(Br)cc4c3=O)cc2)CC1	6%	10%	-10%	-4%	-20%	4%	-0.6	0	-20%
C#CCOCCOCCOCCNc1nc(N2CCN(C(=O)CCCCCCCCCCNC(=O)[C@@H](CCC(=O)O)n3cc(CCCCCN)nn3)CC2)nc(N2CCN(C(=O)CCCCCCCCCCNC(=O)[C@H]([C@@H](C)CC)n3cc(CCCCCN)nn3)CC2)n1	-33%[inhibitor]	?	5%	-2%	1%	1%	-0.3	?	-8%
Cc1ccc(S(=O)(=O)NCC(=O)NCc2cc(=O)n(C)c(=O)n2C)cc1C	0%	-21%	-1%	-6%	3%	-4%	-0.9	-2	-5%
COCCN(C(=O)Cn1nnc2ccccc21)C(C(=O)NC1CCCCC1)c1ccc(OC)cc1OC (stereo not drawn)	2%	34%	5%	2%	-4%	-15%[57.1 µM]	0.4	4	-2%
Cc1cccc(-c2ocnc2C(=O)Nc2ccccc2NC(=O)c2ccccn2)c1	1%	28%	-4%	12%	7%	-10%	-0.8	7	-9%

Full records from above. Values in the order: aSyn rescue, FUS yeast rescue, EPAC1 antagonist, EPAC1 ag, PLK1 PBD block, WRN inhibitor, IL2 activator, PI5P4K alpha inh, Abeta yeast res
O=C1c2ccccc2NC2(CCCC2)N1NS(=O)(=O)c1ccccc1 reads -5%, 1%, 0%, 2%, -11%, 8%, -0.5, 2, -6%
Cc1cccc(-c2ocnc2C(=O)Nc2ccccc2NC(=O)c2ccccn2)c1 reads 1%, 28%, -4%, 12%, 7%, -10%, -0.8, 7, -9%

(cont.)
SMILES	aSyn rescue	FUS yeast rescue	EPAC1 antagonist	EPAC1 ag	PLK1 PBD block	WRN inhibitor	IL2 activator	PI5P4K alpha inh	Abeta yeast res
Cc1cccc(NC(=O)c2nc[nH]c2C(=O)N[C@@H](C)c2ccccc2)c1	-3%	13%	-18%	-9%	-17%	-7%	-0.7	30	-5%
O=C(c1nc2ncccn2n1)N1CCN(c2ccccc2)CC1	-9%	-19%	6%	-5%	-6%	10%	-0.3	0	4%
CCCCCCCCCCC[N+](C)(C)CC/C=C1/c2ccccc2Sc2ccc(Cl)cc21	-39%[inhibitor]	?	-25%	0%	?	-16%	-4.7	16	-72%[inhibitor]
CCCCNC(=O)Nc1nnc(C(C)(C)C)s1	7%	-16%	6%	4%	-4%	-25%	2.3	3	-7%
CN(C)CC[n+]1ccc(C(=O)c2ccccc2)cc1	-5%	-10%	-17%	10%	-9%	4%	0.5	-5	4%
O=C(Cc1ccc(S(=O)(=O)N2CCOCC2)s1)Nc1ccccc1Br	1%	-10%	-14%	-6%	-5%	-7%	0.2	?	10%
CC(/C=N\NC(=O)CN1CCN(S(=O)(=O)c2ccc(C)cc2)CC1)=C\c1ccccc1	1%	.	-13%	5%	4%&-1%	-29%	-0.4	-1	2%
